LYPLA2 counter = LYPLA2 inhibitors, primary screen, counter-screen for PME1 inhibitor project, biochemical, fluorescence polarization, FP-Rh probe ABPP | Acyl-protein thioesterase 2 (Homo sapiens), O95372 | recombinant LYPLA2 | inhibition, % at 5.9 µM | hit rate 0.38% among 320,000;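 active = inhibition above the screen-wide mean plus 3 SD, limit set per campaign, cut at about 26% in these data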;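 note: 0% = LYPLA2 with DMSO and 100% = wells lacking LYPLA2 enzyme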
PP1 inh = PP1-alpha phosphatase inhibitors, primary screen, counter-screen for PP5 inhibitor project, biochemical, fluorescence, OMFP substrate, single point; Serine/threonine-protein phosphatase PP1-alpha catalytic subunit (Homo sapiens), P62136; purified PP1alpha; inhibition, % at 6.7 µM; hit rate 0.9% among 320,000; AID 2235, 2010;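 active = inhibition above the mean inhibition of all tested compounds plus 3 SD, computed separately for each screening campaign, cut at about 15% in these data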
Target sequence (P62136 whole entry, looked up): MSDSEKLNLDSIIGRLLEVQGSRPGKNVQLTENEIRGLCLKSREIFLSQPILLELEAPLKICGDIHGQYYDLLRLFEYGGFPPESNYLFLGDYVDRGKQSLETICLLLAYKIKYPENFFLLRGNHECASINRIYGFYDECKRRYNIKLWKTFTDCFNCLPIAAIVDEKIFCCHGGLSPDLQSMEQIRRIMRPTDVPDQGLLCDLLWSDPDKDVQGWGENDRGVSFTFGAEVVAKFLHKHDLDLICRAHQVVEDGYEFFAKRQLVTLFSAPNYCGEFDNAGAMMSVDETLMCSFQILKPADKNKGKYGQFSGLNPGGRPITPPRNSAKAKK
PREPL inh = PREPL enzyme inhibitors, primary screen, biochemical, fluorescence polarization; Prolyl endopeptidase-like (Homo sapiens), Q4J6C6; recombinant PREPL, fluorescence polarization activity-based probe; inhibition, % at 5.96 µM; hit rate 0.68% among 320,000; in the data active = inhibition above about 43%;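 note: 0% = enzyme with DMSO and 100% = wells lacking enzyme; many of its hits are not listed in these tables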
Target sequence (Q4J6C6 whole entry, looked up): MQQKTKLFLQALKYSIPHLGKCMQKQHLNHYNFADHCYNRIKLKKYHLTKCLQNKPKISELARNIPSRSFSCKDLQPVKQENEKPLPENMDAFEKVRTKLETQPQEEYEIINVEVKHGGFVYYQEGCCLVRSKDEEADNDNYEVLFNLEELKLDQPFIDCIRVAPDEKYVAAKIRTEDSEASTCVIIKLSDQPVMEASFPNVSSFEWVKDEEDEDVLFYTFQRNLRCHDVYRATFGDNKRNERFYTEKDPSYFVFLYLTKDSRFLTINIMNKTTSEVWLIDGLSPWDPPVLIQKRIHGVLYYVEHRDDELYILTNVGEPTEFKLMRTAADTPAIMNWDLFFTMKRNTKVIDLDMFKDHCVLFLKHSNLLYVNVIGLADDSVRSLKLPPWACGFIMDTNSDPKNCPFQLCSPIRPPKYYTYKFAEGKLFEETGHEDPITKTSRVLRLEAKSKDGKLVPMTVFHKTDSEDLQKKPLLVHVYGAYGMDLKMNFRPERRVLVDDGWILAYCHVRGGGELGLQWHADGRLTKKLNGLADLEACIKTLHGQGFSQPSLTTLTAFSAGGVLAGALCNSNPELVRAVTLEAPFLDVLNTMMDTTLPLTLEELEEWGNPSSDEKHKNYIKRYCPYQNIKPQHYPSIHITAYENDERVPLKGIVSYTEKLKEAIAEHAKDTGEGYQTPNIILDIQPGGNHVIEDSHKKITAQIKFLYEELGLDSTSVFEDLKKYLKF
GASC-1 inh = inhibitors of GASC-1 histone demethylase, primary screen, biochemical, fluorescence, DELFIA europium. Lysine-specific demethylase 4C (Homo sapiens), Q9H3R0. GST-JMJD2C(1-420) H3K9me3 demethylation. inhibition, % at 2.35 µM. hit rate 0.069% among 330,000;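 active = more than half of a compound's replicate wells show inhibition beyond 50%, single wells judged on their own value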;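 note: signal counts dimethyl H3K9 product captured on neutravidin plate; 0% = median of DMSO wells and 100% = 0.3 times that DMSO median; strong numbers were not always called active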
Efflux pump inh = inhibitors of Candida efflux pumps in yeast, primary screen, S. cerevisiae, Nile Red, multiplex; S. cerevisiae Candida pump triplex; AID 485275, 2010; hit rate 0.44% among 330,000; inhibition, % at 10 µM;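 active = plate passing quality check with inhibition over a set limit, or well fluorescence over plate mean plus 4 SD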;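 note: Nile Red retained in pooled yeast measured as flow cytometry median fluorescence; 0% = buffer negative control and 100% = Enniatin B positive control; higher means more Nile Red kept so more efflux inhibition; some compounds called inactive have numbers as strong as hits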
PP5 inh = PP5 phosphatase inhibitors, primary screen, biochemical, fluorescence. purified PP5c, OMFP substrate fluorescence. inhibition, % at 6.7 µM. Serine/threonine-protein phosphatase 5 (Homo sapiens), P53041. hit rate 0.18% among 320,000;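 active = inhibition above the campaign's mean inhibition across all tested compounds plus 3 SD, cut at about 9.5% in these data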;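 note: 0% = DMSO only and 100% = 100 µM cantharidin control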
Fh CTSL1 inh = Fasciola hepatica cathepsin L1 inhibitors, primary screen, counter-screen for PFM18AAP inhibitor project, biochemical, QFRET, fluorogenic peptide substrate | recombinant F. hepatica cathepsin L1, Z-Leu-Arg-MCA fluorescence | inhibition, % at 5.96 µM | hit rate 0.49% among 300,000;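 active = inhibition above the mean of all tested compounds plus 3 SD, set per screening campaign, cut at about 17% in these data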;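 note: 0% = plate median of test compound wells and 100% = 1 µM Z-Phe-Ala-diazomethylketone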
TPT1 inh = Candida albicans TPT1 enzyme inhibitors, primary screen, biochemical, fluorescence polarization | inhibition, % at 5 µM | hit rate 0.81% among 300,000 | recombinant caTPT1, FP RNA substrate dephosphorylation | AID 1962, 2009;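 active = inhibition above the mean of all tested compounds plus 3 SD, set per screening campaign, cut at about 24% in these data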;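 note: plate controls were DMSO alone for no effect and ferristatin control at 100 nM for full effect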
core dimer inh = inhibitors of HCV core protein dimerization, primary screen, biochemical, TR-FRET, high-throughput | TR-FRET GST/Flag-core106 dimerization, 1536-well | inhibition, % at 5 µM | hit rate 0.33% among 300,000;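 active = inhibition above the mean of all tested compounds plus 3 SD, set per screening campaign, cut at about 45% in these data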
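Test system: GST/Flag-tagged HCV core106 proteins; Medium: KF-containing HEPES buffer, pH 7.45, DTT, CHAPS, BSA; Times: compound-protein-antibody incubation 4 h at 22.5 °C; Detection: TR-FRET 671 and 617 nm emission; Benchmarks: wells lacking GST-core106 and wells with excess unlabelled core106.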
* = called active by the depositor; nt = no result given; & = joins results of further samples. Only part of the results is shown (hit frequency here may not be typical).

SMILES	LYPLA2 counter	PP1 inh	PREPL inh	GASC-1 inh	Efflux pump inh	PP5 inh	Fh CTSL1 inh	TPT1 inh	core dimer inh
N=C1/C(=C/c2ccc(-c3cccc(C(=O)O)c3)o2)C(=O)N=C2SC=C(c3ccccc3)N12	-21	72*	24	-5	0.3	2.3	6	74*	13
CC(C)N(C(=O)Cn1cnc2cc([N+](=O)[O-])ccc2c1=O)C(C)C	5	-7	18	-2	0.3	-0.8	3	-4	2
Fc1ccc(CSc2nnc3ccccn23)c(Cl)c1	8	-2	16	-33	0.0	-1.9	-6	1	2
CCC(NC(=O)c1ccccc1NC(=O)c1ccccc1)C(=O)NNC(=O)CSc1nc2ccccc2o1 (configuration not stated)	-5	0	-12	-2	0.1	-2.9	32*	0	-1
O=c1[nH][nH]c(-c2ccccc2O)c1C(C[N+](=O)[O-])c1cccc(Cl)c1 (configuration not stated)	2	0	0	-20	-0.2	1.4	4	-4	3
COc1cccc(N2C(=O)C3CCCN3C2c2cccs2)c1 (configuration not stated)	2	2	5	-21	0.0	3.2	-4	7	19
COC(=O)c1cc(OC)c(OC)cc1NC(=S)NC(=O)c1ccco1	10	-1	-4	6	-0.1	1.7	-4	-2	2
CCOC(CNC(=O)C(=O)NCC(c1ccco1)N1CCN(c2ccc(OC)cc2)CC1)OCC (configuration not stated)	1	0	-2	6	-0.1	-0.9	0	1	-5
CCOc1ccccc1NC(=O)NC1(C(=O)NCc2cccnc2)CCCCC1	1	-1	0	-8	0.1	4.8	-4	-4	0
CCN(CC)CCC#CC(O)(c1ccccc1)C1CCCCC1 (configuration not stated)	0	2	3	3	-0.1	0.5	11	-1	0
CC(=O)Nc1ccc(NC(=O)c2ccccc2CCc2ccccc2)cc1	2	3	-66	20	0.0	3.1	1	-2	-3
COC(=O)c1c(C)[nH]c(C)c1-c1ccc(C)cc1	-1	1	6	0	-0.1	2.4	5	-3	-3
CCNc1nc(NCC)nc(Oc2ccc(OCC)nn2)n1	-4	-6	3	-5	0.0	4.9	0	-1	-7
COCCOC1CCN(Cc2cn(Cc3ccccc3)nc2-c2cc3ccccc3o2)CC1	0	-4	0	-11	-0.2	1.6	-4	2	0
O=C(CSc1nnc(-c2ccncc2)n1-c1ccc(Cl)cc1)NCc1cccs1	4	4	5	2	-0.3	3.3	1	1	-2
C#CCn1cc[n+](CC(=O)N(C)C)c1	3	-4	1	-5	-0.3	-2.2	2	1	0
O=C(O)c1cc2c(ccc3ccccc32)oc1=O	11	0	5	6	0.0	-2.2	2	-4	1
CN1CCc2c(OCC(=O)N3CCC(Cc4ccccc4)CC3)cccc2C1=O	1	0	0	-18	0.0	-2.5	-2	1	5
COc1ccc(NC(=O)C(=O)NNC(=O)COc2ccc(Cl)cc2)c(OC)c1	8	3	11	-1	-0.1	0.9	-9	-3	-8
CC1(C)N=C(N)N=C(N)N1c1ccccc1	-2	0	-2	1	0.0	2.8	-6	1	-4
COCCNC(=O)CN(C(=O)CCC(=O)Nc1cc(C)on1)c1ccccc1C	1	2	3	2	0.1	1.1	-3	4	-2
Cc1c(-n2cc(C(=O)c3cc(Cl)ccc3O)cc(C#N)c2=O)c(=O)n(-c2ccccc2)n1C	-4	-1	0	-4	-0.3	0.4	3	17	6
CCOC(=O)c1nn(-c2ccc(C)cc2)cc1C(=O)c1ccccc1	1	0	17	-6	-0.1	1.0	2	-4	-1
O=C(NC1CCCCCC1)c1cccnc1Sc1ccccc1	-2	-3	3	-6	-0.2	-0.9	-2	-3	4
CC(=O)n1cc([C@H]2C=C(C(=O)Nc3ccccc3)O[C@@H](OCc3ccc(CO)cc3)C2)c2ccccc21	-27	2	5	-3	-0.1	0.0	4	-2	18
Cc1cc(C)c2nc(SCC(=O)Nc3cc(C)on3)c(C)cc2c1	2	-2	0	-20	0.3	0.9	-4	0	5
COCCn1c(C)cc(C(=O)CN2C(=O)NC3(CCCCCC3)C2=O)c1C	1	-1	2	4	-0.2	-1.6	nt	nt	nt
Cc1ccccc1C(OCC(O)CN1CCN(CCO)CC1)c1ccccc1 (configuration not stated)	5	-1	-2	3	-0.7	0.1	-4	-1	7
O=C(CC1CCCC1)Nc1cc(C(F)(F)F)ccc1-n1cncn1	3	0	7	19	-0.1	0.5	nt	nt	nt
CS(=O)(=O)N1Cc2ccccc2CC1C(=O)O (configuration not stated)	3	-1	10	-16	0.3	-1.2	-2	2	-3
COCCNC(=O)CCC1CCN(Cc2cccc(-c3ccc(C)o3)c2)CC1	-4	2	19	5	-0.2	1.3	-2	11	-1
CC(O)CNCCCOc1ccc(Cl)cc1C(C)(C)C (configuration not stated)	2	-5	-15	4	0.1	3.7	-3	-1	-2
COc1cc(/C=N/NC(=O)CNC(=O)c2ccco2)ccc1O	1	-1	12	-10	-0.1	1.7	28*	-4	-7
Cc1cccc(C)c1NC(=S)N(CCN(C)C)C(C)c1ccccn1 (configuration not stated)	0	1	-7	12	0.0	-1.5	-1	-1	-47
Nc1nc(C(F)(F)F)c(Br)c(=O)n1N	-4	-2	1	1	0.3	-2.3	1	2	2
COC(=O)c1ccccc1NC(=O)COC(=O)[C@H](C)NC(N)=O	2	-3	-2	2	-0.1	-0.8	-1	-5	0
CNC(=O)NCCN1CCCC1=O	11	0	17	8	0.0	0.1	-2	0	-4
Cc1ccc(-c2cc(C(=O)N3CCOCC3)c3ccccc3n2)cc1	-3	-4	-3	-22	-0.1	0.2	-3	2	39
COc1ccc2oc3cc(C)[n+]([O-])c(-c4ccc(C)cc4)c3c2c1	24	0	-3	2	0.1	-0.7	3	0	-1
CCOC(=O)N1CCC(N2C(=O)c3ccccc3C2Nc2ccc3c(c2)OCCO3)CC1 (configuration not stated)	-1	-6	2	2	0.1	0.5	-1	1	-3
CCOC(=O)CN(C(=O)COC(=O)C1(c2ccccc2)CC1)c1ccc(F)cc1	5	-3	18	-1	-0.1	1.4	2	-3	-4
CC(C)(C)n1nnnc1C(c1cccs1)N1CCCC2(CCCCC2)C1 (configuration not stated)	9	-4	4	1	0.0	0.0	-1	-6	-2
COC(=O)C1=C(C)OC(N)=C(C#N)C1c1ccccc1 (configuration not stated)	0	0	-5	-7	0.0	0.1	0	-3	0
CCc1nc2sc3c(O)cc(=O)[nH]c3c2cc1C	-11	-4	-4	-29	-0.1	2.2	-2	-1	3
On1c(-c2ccccc2)nc2ccccc21	3	-18	-9	0	0.1	0.7	-1	1	-7
Cc1cccc(C)c1OCc1nnc(NC(=O)CSc2ccc(Cl)cc2)s1	0	-5	5	7	0.2	0.8	-2	-1	20
O=C(COc1ccc(Br)cc1)Nc1nc(-c2cccnc2)cs1	-5	4	-8	3	0.3	-0.1	2	10	7
COCc1cc(N2CCCC2)nc(-c2ccccc2)n1	-1	-4	-4	-17	-0.1	3.2	2	4	2
COCCNC(=S)N1CCC(Cc2ccccc2)CC1	-7	0	11	10	0.0	-1.2	-2	3	0
O=C(CSc1ccc2nc(-c3ccccc3)cn2n1)NCC1CCCO1 (configuration not stated)	5	-1	10	9	-0.1	3.3	3	-2	0
Further entries follow:
SMILES	LYPLA2 counter	PP1 inh	PREPL inh	GASC-1 inh	Efflux pump inh	PP5 inh	Fh CTSL1 inh	TPT1 inh	core dimer inh
CCc1ccc(/C=N\NC(=O)c2ccc(Br)o2)s1	-2	-2	-8	0	0.0	2.0	1	4	1
O=C(CC12CC3CC(CC(C3)C1)C2)NCc1ccccc1	1	-5	1	-3	-0.3	-1.0	1	-1	11
CCCCC(c1nnnn1C1CCCC1)N1CCN(C2CCCC2)CC1 (configuration not stated)	-4	0	6	-9	-0.1	1.1	3	1	-2
Cc1ccccc1Nc1nnc(SCC(=O)N(C)C2CCS(=O)(=O)C2)s1 (configuration not stated)	5	1	7	-23	-0.1	1.2	0	-4	-5
Cc1cc(C)cc(NC(=O)CN2C(=O)c3ccccc3C2=O)c1	5	4	2	3	0.3	-0.2	0	0	-7
O=C(Nc1ccc(N2CCOCC2)cc1)Nc1ccc2nc(-c3ccco3)c(-c3ccco3)nc2c1	13	5	26	8&5	0.0	4.3	0	-8	-2
CCN(CC)C(CNC(=O)c1cc(=O)[nH]c2ccccc12)c1ccccc1Cl (configuration not stated)	-3	5	-32	6	-0.1	-1.9	1	0	4
CCN(C(=O)COC(=O)c1c(C)noc1C)C1CCS(=O)(=O)C1 (configuration not stated)	2	0	5	15	0.0	-1.6	2	-1	-5
COCCCNC(=S)N(CCCO)Cc1cc2cc3c(cc2[nH]c1=O)OCCO3	0	0	7	0	-0.1	0.5	6	0	-6
Cc1nc(/C(N)=N/OC(=O)c2cccc(Cl)c2)c(C(F)(F)F)o1	0	0	9	6	0.0	0.4	-1	2	-1
CN(C)C=NC(=O)c1cn(-c2ccc(F)cc2)c(=O)c2ccccc12	-4	-2	-1	-4	0.2	0.1	0	0	-3
CC(NC(=O)[C@H](C)NC(=O)C1CC(=O)N(c2ccc3c(c2)OCO3)C1)c1ccccc1 (some centres not stated)	-4	0	0	-4	0.4	0.9	-1	5	-5
COc1cc(NC(C)CCCN)c2ncccc2c1 (configuration not stated)	4	16*	57*	-10	-0.1	4.9	7	-14	-3
Cc1ccc(NS(=O)(=O)c2ccc3c(c2)oc(=O)n3C)cc1F	5	3	1	-24	0.0	0.0	0	-2	-1
CCc1cccc2c(C(=S)N3CCOCC3)c[nH]c12	0	-1	-1	3	-0.1	3.2	-2	-3	-5
COC(=O)C1=C(O)/C(=C\c2ccc(CNC(=O)C(=O)Nc3ccc(C)c(C)c3)o2)N=C1C	4	4	21	4	1.0	3.3	1	14	31
CCc1ccc(C(=O)C(C)OC(=O)C2COc3ccccc3O2)cc1 (configuration not stated)	-8	3	-14	-1	0.0	0.0	-7	2	2
O=C(NCCc1ccccc1F)C1CCC(=O)N(Cc2ccccc2F)C1 (configuration not stated)	5	-2	-8	-6	0.1	1.0	-4	-2	0
Cc1cc(Br)ccc1NC(=O)CN(C)C(=O)c1ccc(-n2cncn2)c([N+](=O)[O-])c1	-5	1	16	16	0.2	-1.7	nt	nt	nt
Cn1c(NC(=O)CC2CCCCC2)cc(=O)n(C)c1=O	3	-3	-5	5&-1	0.0	1.6	-4	0	-2

A run of entries from the list above:
SMILES	LYPLA2 counter	PP1 inh	PREPL inh	GASC-1 inh	Efflux pump inh	PP5 inh	Fh CTSL1 inh	TPT1 inh	core dimer inh
Cc1ccc(NS(=O)(=O)c2ccc3c(c2)oc(=O)n3C)cc1F	5	3	1	-24	0.0	0.0	0	-2	-1
CCc1cccc2c(C(=S)N3CCOCC3)c[nH]c12	0	-1	-1	3	-0.1	3.2	-2	-3	-5

Part of the list above with just Efflux pump inh, LYPLA2 counter and TPT1 inh.
SMILES | Efflux pump inh | LYPLA2 counter | TPT1 inh
O=C(CC1CCCC1)Nc1cc(C(F)(F)F)ccc1-n1cncn1 | -0.1 | 3 | nt
CC(=O)Nc1ccc(NC(=O)c2ccccc2CCc2ccccc2)cc1 | 0.0 | 2 | -2
COCc1cc(N2CCCC2)nc(-c2ccccc2)n1 | -0.1 | -1 | 4

Screening data from PubChem BioAssay.
